Tau fluor cs: counter-screen for tau fibril formation inhibitors; tau K18 P301L Alexa594 fluorescence, heparin fibrillization; Potency, µM (series often up to 57.7 µM), inactives show at the highest dose activity change, negative = decrease; 280,000 tested, 0.93% active; AID 1463; also: % is scaled to controls: 0 for no effect and ±100 for the full control effect; nearly all actives have a fitted effect of over 55% in size
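Human tau K18 P301L (15 uM unlabeled, 0.24 uM Alexa 594-labeled) in 100 mM sodium acetate pH 7 with 20 uM heparin, 6 hr at 37 C. ThT 30 uM added, 1 hr ambient; Alexa 594 FP and total fluorescence read at 555/632 nm.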
SMN2 splice up: increases expression of the SMN2 splice variant; 210,000 tested, 2.8% active; Potency, µM (highest dose often 46.1 µM), for inactives: at the top dose activity change, positive = activation, most hits filed as activators; HEK293 SMN2-luciferase splicing reporter, luminescence, 30-36 h; also: % of control where 0% means no effect; nearly all actives have a fitted effect of over 55% in size
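HEK293 cells carry an SMN2 minigene-luciferase reporter in which exon 7 inclusion puts luciferase in frame. Cells were seeded at 2000 cells/well, attached for 10-12 hours, then exposed to compounds for 30-36 hours at 37C before ONE-Glo luminescence.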
Tau fibril ThT: blocks human tau fibril formation measured by thioflavin T; P10636; recombinant tau K18 P301L, heparin-induced fibrillization, ThT fluorescence; Potency, µM (highest dose often 57.4 µM), without a hit: at the top dose activity, negative = inhibition, hits mostly inhibitors; 270,000 tested, 2.1% active; also: % is scaled to controls: 0 for no effect and ±100 for the full control effect; nearly all actives have a fitted effect of over 55% in size
Target sequence (P10636 561-689 P618L limits assumed): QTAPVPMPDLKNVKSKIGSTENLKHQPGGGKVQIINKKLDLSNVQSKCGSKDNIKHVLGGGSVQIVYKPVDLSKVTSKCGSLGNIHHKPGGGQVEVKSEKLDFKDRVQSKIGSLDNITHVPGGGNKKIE
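In this qHTS, human K18 P301L tau is incubated with compound and heparin for 6 hr at 37 C, and Thioflavin T fluorescence then reports fibril load.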
HTT aggregate: inhibitors of mutant huntingtin aggregate formation in PC12 cells. PC12 HttQ103-GFP aggregates, Acumen cytometry, 40 h. Potency, µM (top dose mostly 46.1 µM), for inactives: top-dose activity change, negative = inhibition, most hits filed as inhibitors. 220,000 tested, 1.1% active. AID 1688; also: % is scaled to controls: 0 for no effect and ±100 for the full control effect; nearly all actives have a fitted effect of over 60% in size
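Aggregates are detected as GFP objects 1–25 µm with signal 6 STDEV over background in lysates of induced PC12 cells. These carry Huntingtin exon 1 with 103 glutamines fused to GFP under an ecdysone promoter; compounds titrated.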
Tau FP inhib: inhibitors of human tau fibril formation | AID 1468 | P10636 | Potency, µM (top dose mostly 57.7 µM), for inactives: at the highest dose activity, negative = inhibition, usual class: inhibitors | K18 P301L tau heparin fibrillization, Alexa594 FP, 6 h | 280,000 tested, 0.39% active; also: % is scaled to controls: 0 for no effect and ±100 for the full control effect; nearly all actives have a fitted effect of over 55% in size
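Heparin (20 uM) drove fibril formation of recombinant tau K18 P301L, 15 uM unlabeled with 0.24 uM Alexa 594 label, for 6 hr at 37 C in 100 mM sodium acetate pH 7. Fluorescence polarization (555/632 nm) read 1 hr after 30 uM ThT.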
JMJD2E inh: JMJD2E (human) inhibition | Potency, µM (series often up to 57.1 µM), without a hit: at the top dose activity change, negative = inhibition, most hits filed as inhibitors | AID 2147 | JMJD2E catalytic domain, FDH-coupled NADH fluorescence (FDH is formaldehyde dehydrogenase) | 230,000 tested, 1.6% active; active = well fitted inhibition curve with a large enough effect, not every such curve was filed as active; inconclusive = small, poorly fitted or top-dose-only effect, or another doubt; inactive = no such curve, though single readings can be large or run the other way;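 also: 0% = wells with enzyme and -100% = buffer wells without enzyme; nearly all actives have a fitted effect of over 50% in size; many of its hits are not listed in these tables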
Target sequence (B2RXH2 1-337 limits assumed): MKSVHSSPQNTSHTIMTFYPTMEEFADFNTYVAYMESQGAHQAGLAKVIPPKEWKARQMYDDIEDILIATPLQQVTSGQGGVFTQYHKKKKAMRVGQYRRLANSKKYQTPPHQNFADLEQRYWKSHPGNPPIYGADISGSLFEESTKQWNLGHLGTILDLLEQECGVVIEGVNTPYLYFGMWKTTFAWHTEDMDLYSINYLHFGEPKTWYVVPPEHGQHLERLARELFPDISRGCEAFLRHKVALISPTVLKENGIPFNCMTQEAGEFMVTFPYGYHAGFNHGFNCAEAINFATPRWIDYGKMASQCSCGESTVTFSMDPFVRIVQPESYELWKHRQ
ALDH1A1 block: inhibitors of human aldehyde dehydrogenase 1A1 | P00352 | Purified ALDH1A1, NADH fluorescence, propionaldehyde substrate | Potency, µM (titrated, usually from 75.3 µM), for inactives: top-dose activity, negative = inhibition, usual class: inhibitors | 220,000 tested, 7.3% active | AID 1030; active = well fitted inhibition curve with a large enough effect, not every such curve was filed as active; inconclusive = small, poorly fitted or top-dose-only effect, or another doubt; inactive = no such curve, though single readings can be large or run the other way;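 also: plate controls were no enzyme wells and a reference inhibitor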
Target sequence (P00352 whole entry, looked up): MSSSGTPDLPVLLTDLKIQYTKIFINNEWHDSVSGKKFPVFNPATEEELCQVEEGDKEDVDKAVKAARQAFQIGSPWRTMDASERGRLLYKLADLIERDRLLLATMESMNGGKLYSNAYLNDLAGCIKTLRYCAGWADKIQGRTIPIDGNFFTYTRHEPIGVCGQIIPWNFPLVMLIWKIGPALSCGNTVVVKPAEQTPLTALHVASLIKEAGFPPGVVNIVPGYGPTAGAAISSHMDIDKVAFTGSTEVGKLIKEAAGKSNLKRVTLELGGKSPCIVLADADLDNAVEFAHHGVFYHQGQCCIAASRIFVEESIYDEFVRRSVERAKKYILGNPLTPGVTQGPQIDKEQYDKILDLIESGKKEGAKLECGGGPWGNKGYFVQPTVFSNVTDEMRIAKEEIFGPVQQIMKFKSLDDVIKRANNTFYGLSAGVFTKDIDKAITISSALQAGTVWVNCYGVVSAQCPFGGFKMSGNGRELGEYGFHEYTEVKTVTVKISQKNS
HTT cytoprotect: protects HTT-Q103 PC12 cells, measured by ATP; PC12 HTT-Q103 induced, cytoprotection, ATP luminescence, 40 h; 230,000 tested, 0.14% active; Potency, µM (series often up to 56.4 µM), inactives show cytoprotection (ATP increase), usual class: activators;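 also: % of control where 0% means no effect; nearly all actives have a fitted effect of over 45% in size; toxic huntingtin expression switched on by the ecdysone agonist tebufenozide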
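PC12 cells with ecdysone-inducible HTT exon 1 Q103-GFP, induced with 100 nM tebufenozide and co-treated with library compounds in a dose series (1536-well, 1500 cells/well). Cytoprotection read as ATP content by ATPlite luminescence.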
Starred values were filed as active, the others as inactive; u = inconclusive; x = not tested or not shown; & = joins results of further samples; ! = not confirmed by another sample; [ ] = another dose, or the depositor's remark. Unless noted, calls follow the shape of the dose curve; as a rule, active = well fitted curve in the direction sought with a large enough effect; inconclusive = small, poorly fitted or top-dose-only effect, or another doubt; inactive = no such curve, though single readings can be large; an effect the other way counts as inactive or inconclusive. Potency is read from the fitted curve at half-maximal effect.

SMILES | Tau fluor cs | SMN2 splice up | Tau fibril ThT | HTT aggregate | Tau FP inhib | JMJD2E inh | ALDH1A1 block | HTT cytoprotect
COc1ccc(NC(=O)c2ccccc2NC(=O)CSc2ccccc2)cc1 | -14% | x | -1% | 11% | 0% | -13% | 7% | -12%[10 µM]
O=C(Nc1sc2c(c1C(=O)NCc1ccccc1)CCCC2)c1cc(=O)c2cc(Cl)ccc2o1 | -9% | -5% | -16% | x | 10% | x | x | x
CC(=O)N1CCCc2cc(S(=O)(=O)CCC(=O)N3CCN(c4ccccc4)CC3)ccc21 | -15% | -4% | -14% | 9% | -2% | 2% | u | -17%
CC(C(O)c1ccc(O)cc1)N1CCC(Cc2ccccc2)CC1 (stereo not given) | -9%&-1%&-2%&7% | -20%&-10%&-4% | 0%&-3%&-3%&3% | -12%&0% | -11%&5%&-4%&0% | 0%&4%&19% | -5%&-13%&-3% | 5µM*!
CC1(C)C(=O)Nc2ccccc2N1C(=O)CSc1nnc2ccccn12 | 2% | 2% | 2% | 19% | 4% | u | -2% | x
O=C1CCCC(=O)N1c1ccc(O)cc1 | 12% | -12% | -2% | 3%[9.22 µM] | 7% | 0% | -1% | 15%[10 µM]
COc1ccc(-c2nnc(SCC(=O)N/N=C/c3ccccc3C(=O)O)n2-c2ccc(Cl)cc2)cc1 | 7% | x | -19% | 1%[9.22 µM] | 1% | 5% | x | -14%[10 µM]
C=CCN(CC=C)S(=O)(=O)c1ccc(NC(=O)COc2ccccc2OC)cc1 | -29% | -25% | -15% | -8% | 2% | -10% | 10% | -1%[10 µM]
CCOc1ccc(NC(C)=O)cc1[N+](=O)[O-] | -11% | x | -6% | 12%[9.22 µM] | 3% | 8% | 0% | 10%[10 µM]
COCCSc1nnc(NS(=O)(=O)c2ccccc2)s1 | 15% | -11% | 10% | u | 9% | -7% | u | -39%[inhibitor]
COC(=O)c1cc(NC(=O)[C@H](CCS(C)(=O)=O)N2Cc3ccccc3C2=O)cc(C(=O)OC)c1 | -22% | -4% | -11% | x | -2% | x | x | x
CCOC(=O)c1c(-c2ccccc2)oc2ccc(OCc3ccc(C)cc3)cc12 | -4% | -4% | -2% | x | -8% | x | x | x
CCOC(=O)C1=C(C)NC(SC)=NC1c1ccc(OC)cc1 (stereo not given) | 0% | -5% | -2% | 31% | 1% | u | u | 2%[10 µM]
O=C(NNC(=O)c1ccc2c(c1)OCO2)NC1CCCCC1 | 1% | 22% | 3% | 23% | 7% | 2% | 6% | 14%
CC(C)(C)NC(=O)CN1CCC(O)(c2ccc3c(c2)OCO3)CC1 | 4% | -27% | 1% | 5% | 2% | -1% | -5% | 1%[10 µM]
Cc1cc(NC(=O)CSc2nnc(-c3ccc4c(c3)OCCO4)o2)no1 | -2% | 7.1µM* | -23% | -10% | -6% | 1% | 12% | -89%[inhibitor]
C=CCOc1ccc(/C(O)=C2\C(=O)C(=O)N(CCCOC)C2c2ccc(O)c(OC)c2)cc1 (stereo not given) | -4% | 6% | -8% | 9% | 0% | -2% | 7% | -5%
Cc1cnc(C(=O)Nc2cccc3cccnc23)cn1 | -3% | -74%[inhibitor] | -1% | 0.89µM* | -1% | 8% | u | -75%[inhibitor]
CC1=NN(C(=S)Nc2ccccc2)C(C)(C)C1 | -2% | x | 4% | 4%[9.22 µM] | 7% | 2% | -6% | 0%[10 µM]
Cc1ccc(NC(=S)NCCc2c[nH]c3ccccc23)cc1 | u | 14% | u | 0% | u | 1% | -5% | -5%
Cc1ccc(N2C(=O)CSC2c2ccc3c(c2)OCO3)cc1 (stereo not given) | -8% | -30% | -11% | 17% | 9% | 5% | -3% | 13%
Nc1ccc2nc(SCc3ccccc3F)sc2c1 | 0.56µM*[quencher] | x | x | 14%[9.22 µM] | u | -7% | x | -4%[10 µM]
Cc1ccc(Cl)cc1NC(=O)Cn1nnc2sc3c(c2c1=O)CCC(C(C)(C)C)C3 (stereo not given) | -17% | -3% | 0% | x | u | x | x | x
CCOCCCn1c(SCC(=O)NCc2ccco2)nc2c(sc3ccccc32)c1=O | -25% | -10% | u | -12%[1.84 µM] | -8% | u | u | -6%
NC(=O)COC(=O)c1ccc(Cl)c(S(=O)(=O)N(Cc2ccccc2)c2ccc(Cl)cc2)c1 | u | x | -16% | 29% | u | 6% | u | -7%[10 µM]

In the list so far, these have a tert-butyl group:
SMILES | Tau fluor cs | SMN2 splice up | Tau fibril ThT | HTT aggregate | Tau FP inhib | JMJD2E inh | ALDH1A1 block | HTT cytoprotect
CC(C)(C)NC(=O)CN1CCC(O)(c2ccc3c(c2)OCO3)CC1 | 4% | -27% | 1% | 5% | 2% | -1% | -5% | 1%[10 µM]
Cc1ccc(Cl)cc1NC(=O)Cn1nnc2sc3c(c2c1=O)CCC(C(C)(C)C)C3 (stereo not given) | -17% | -3% | 0% | x | u | x | x | x

Other compounds
SMILES | Tau fluor cs | SMN2 splice up | Tau fibril ThT | HTT aggregate | Tau FP inhib | JMJD2E inh | ALDH1A1 block | HTT cytoprotect
Cc1nnc2sc(SCc3ccc(Cl)cc3)nn2c1=O | -10% | -4% | -14% | x | 0% | -2% | 5% | x
CCCOC(=O)c1ccc(NC(=O)c2cn(CC)c3nc(C)ccc3c2=O)cc1 | -3% | -9% | -13% | 27% | -3% | 5% | 0% | 0%
O=C(COc1cc(Cl)c(Cl)cc1Cl)NC(=O)NC1CCCC1 | u | 10% | -23% | 6%[9.22 µM] | -6% | 2% | u | -8%
O=C(Nc1cccc(NC(=O)c2ccc3c(c2)OCO3)c1)c1ccccc1 | -24% | 11% | u | -5% | u | -1% | -4% | -43%[inhibitor]
CC(=O)N(Cc1ccc2c(c1)OCO2)C1CC(=O)N(CCc2ccccc2)C1=O (stereo not given) | -2% | 0% | -7% | 9% | 3% | -6% | u | 5%
C(=C/c1nccc2c1[nH]c1ccccc12)/c1ccc2c(c1)OCO2 | 7.1µM*[quencher] | 11% | u | -3% | 7% | u | u | -124%[inhibitor]
CN(C)S(=O)(=O)c1cccc(NC(=O)COC(=O)c2cc3ccccc3oc2=O)c1 | -24% | x | -12% | 5%[9.22 µM] | -7% | u | x | 14%[10 µM]
CCOC(=O)c1c(NC(=S)Nc2cccc(C)c2)sc2c1CC(C)(C)SC2 | -5% | -12% | 1% | 3% | 3% | 1% | 4µM* | 20%[10 µM]
COc1ccccc1NC(=O)N1CCN(c2ccc3nnc(-c4ccc(F)cc4)n3n2)CC1 | -11%&-3% | -3% | u | 45%[9.22 µM] | -5%&1% | -28% | x | 44%[10 µM]
Cc1cc(NC(=O)c2ccc(Cl)cc2)no1 | -3% | 11µM* | -1% | -26% | 1% | -1% | 3% | -82%[inhibitor]
CC(=O)c1cc(C#N)c(N(C)Cc2ccccc2)nc1C | -7% | -5% | -6% | 6%[9.22 µM] | -1% | -5% | -18% | -87%
CCn1c2ccccc2c2cc(C3C(C#N)=C(N)OC4=C3C(=O)CC(C)(C)C4)ccc21 (stereo not given) | -18% | -39%[inhibitor] | -10% | 24% | -14% | 2% | -16% | -12%
Cc1cc(C(=O)COC(=O)C2CCN(C(=O)c3ccc(Cl)cc3)CC2)c(C)n1CC1CCCO1 (stereo not given) | -5% | 3% | -9% | 4% | -3% | -3% | u | -27%
CCOc1ccc(S(=O)(=O)/N=C(/c2ccccc2)N(C)C)cc1 | 0% | x | 1% | -4%[9.22 µM] | 7% | 5% | 1% | 17%[10 µM]
CCOc1ccccc1N(C(=O)Nc1cccc(Cl)c1)C1=NC(C)CS1 (stereo not given) | -3% | -2% | 8% | 4% | -1% | 5% | 4% | 27%[10 µM]
O=C(NCc1ccc2c(c1)OCO2)C1CC(c2ccc(Cl)c(Cl)c2)=NO1 (stereo not given) | -17% | 9% | -15% | -22% | u | -1% | 1% | -32%
CCO[C@@H]1OC(C(N)=O)=C[C@H](C2CCCCC2)[C@H]1CCCO | 5% | x | u | -13%[9.22 µM] | -2% | -1% | x | u
CC(=O)c1c(C)n([O-])c2ccc(C)cc2[n+]1=O | -10% | -4% | -6% | -21% | -14% | -11% | 1% | 11%
O=C(Nc1ccnc(-c2cccnc2)n1)c1ccccc1Cl | -2% | -9% | -10% | 21% | -8% | 7% | u | -18%
COc1ccc(OC)c(CNC(=O)C(C)n2c(C)c3cnn(-c4ccccc4)c(=O)c3c2C)c1 (stereo not given) | -6% | -4% | -3% | x | -2% | x | x | x
O=C(N/N=C/c1cccs1)C(O)c1ccccc1 (stereo not given) | 1% | x | x | -22%[9.22 µM] | 5% | 4% | x | -19%[10 µM]
CCc1cc2c(=O)[nH]c(Cc3ccc(OC)cc3)nc2s1 | 1% | -50%[inhibitor] | 0% | 2% | -10% | -3% | 6% | 2%[0.074 µM]
CCN(C(=O)C1CCC(CNS(=O)(=O)c2cccc3nsnc23)CC1)c1cccc(C)c1 (stereo not given) | -11% | -28% | -9% | x | 2% | x | x | x

Three entries from above, reformatted.
structure	Tau fluor cs	SMN2 splice up	Tau fibril ThT	HTT aggregate	Tau FP inhib	JMJD2E inh	ALDH1A1 block	HTT cytoprotect
COc1ccccc1NC(=O)N1CCN(c2ccc3nnc(-c4ccc(F)cc4)n3n2)CC1	-11%&-3%	-3%	u	45%[9.22 µM]	-5%&1%	-28%	x	44%[10 µM]
Cc1cc(NC(=O)c2ccc(Cl)cc2)no1	-3%	11µM*	-1%	-26%	1%	-1%	3%	-82%[inhibitor]
CC(=O)c1cc(C#N)c(N(C)Cc2ccccc2)nc1C	-7%	-5%	-6%	6%[9.22 µM]	-1%	-5%	-18%	-87%

Some of the compounds tested (hit frequency here may not be typical).
